Candida biofilm = clotrimazole potentiators killing Candida biofilms, primary screen, with clotrimazole, Alamar Blue; C. albicans biofilm + clotrimazole; inhibition, % at 6 µM; AID 834, 2007; 85,000 compounds, 0.14% hits;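 active means inhibition above 20%; inactive means inhibition below 20%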;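 further: preformed 24 hr biofilms exposed to compound for 48 hr; 0% = biofilm without compound and 100% = blank killed by clotrimazole plus chlorhexidine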
PLK1 inh = human PLK1 kinase inhibitors, primary screen, biochemical, TR-FRET. Serine/threonine-protein kinase PLK1 (Homo sapiens), P53350. recombinant PLK1 kinase, TR-FRET peptide phosphorylation. inhibition, % at 10 µM. 97,000 compounds, 0.53% hits;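 active means inhibition of 50% or more in the single-concentration screen; inactive means inhibition below 50%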;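 further: 0% = DMSO max control and 100% = H-89 dihydrochloride min control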
EphB4 ephrin blk = EphB4-ephrin-B2 interaction antagonists, primary screen, biochemical, TNYL-RAW peptide probe, fluorescence polarization; Ephrin type-B receptor 4 (Homo sapiens), P54760; EphB4 LBD / TNYL-RAW-Alexa532 peptide; AID 720, 2007; inhibition, % at 7 µM; 97,000 compounds, 0.15% hits;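 active means inhibition above the screen-wide mean inhibition plus 3 SD, cut at about 15% in these data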;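 further: 0% = DMSO wells and 100% = excess unlabeled TNYL-RAW peptide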
CYP2C9 inh = blockers of cytochrome P450 2C9 activity – biochemical, luminescence, ADME assay, primary screen; inhibition, % at 5 µM; P11712; AID 777, 2007; CYP2C9 Supersomes, luciferin-H conversion; 96,000 compounds, 20% hits;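 active means blocking of liver enzyme CYP2C9 beyond about 50% at 5 µM, limit read from the data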; further: values of inactives mirror those of a sister screen read the other way
PLK1 PBD inh = Plk1 polo box domain binding inhibitors, primary screen, biochemical, fluorescence polarization; Serine/threonine-protein kinase PLK1 (Homo sapiens), P53350; Plk1 PBD phosphopeptide binding; inhibition, %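 (tested at about 20 µM)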; 97,000 compounds, 0.13% hits; in the data active means inhibition above about 34%, passing the limit was not always enough
HIV Rev-RRE inh = HIV-1 Rev-RRE binding inhibitors, primary screen, biochemical, FRET, protein-RNA interaction. Rev peptide-RRE RNA binding. inhibition, % at 8 µM. 97,000 compounds, 0.79% hits. AID 704, 2007;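 active means inhibition above the screen-wide mean plus 3 SD, cut at about 35% in these data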;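 further: 0% = median DMSO wells and 100% = median Neomycin B control wells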
Target sequence (P05866 whole entry, looked up): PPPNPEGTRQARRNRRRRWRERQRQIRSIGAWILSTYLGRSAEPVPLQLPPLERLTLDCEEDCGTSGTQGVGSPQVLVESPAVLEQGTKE
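Assay system: Rev peptide and RRE RNA, both fluorescently labelled; times: 5 min preincubation and 15 min binding, 25 °C; detection: FRET, ex 480 nm, em 540 and 671 nm; read-out basis: % inhibition from 671/540 nm acceptor-to-donor ratio, scaled between controls; benchmarks: DMSO low control, neomycin B high control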
CYP2C9 activ = human CYP2C9 activators, primary screen, biochemical, luminescence; Cytochrome P450 2C9 (Homo sapiens), P11712; recombinant CYP2C9, luciferin-H conversion; stronger effect = higher value; factor 1 = untreated enzyme, 0 = blocked; activation factor at 5 µM; 96,000 compounds, 1.4% hits;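 active means activation factor of 2 or more for CYP2C9 at a 5 µM dose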;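 further: 0 = sulfaphenazole-blocked wells and 1 = vehicle-only wells; values of inactives mirror those of a sister screen read the other way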
LYP inh 2 = PTPN22 phosphatase inhibitors, primary screen, biochemical, DiFMUP fluorescence, 2 µM | recombinant LYP catalytic domain | inhibition, % at 2 µM | 96,000 compounds, 0.21% hits;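 active means inhibition at 2 µM at or above a set limit, the screen mean plus 3 SD, cut at about 24% in these data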;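 further: 0% = DMSO with enzyme and 100% = enzyme fully blocked by orthovanadate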
Target sequence (Q9Y2R2 whole entry, looked up, the tested form may be a part): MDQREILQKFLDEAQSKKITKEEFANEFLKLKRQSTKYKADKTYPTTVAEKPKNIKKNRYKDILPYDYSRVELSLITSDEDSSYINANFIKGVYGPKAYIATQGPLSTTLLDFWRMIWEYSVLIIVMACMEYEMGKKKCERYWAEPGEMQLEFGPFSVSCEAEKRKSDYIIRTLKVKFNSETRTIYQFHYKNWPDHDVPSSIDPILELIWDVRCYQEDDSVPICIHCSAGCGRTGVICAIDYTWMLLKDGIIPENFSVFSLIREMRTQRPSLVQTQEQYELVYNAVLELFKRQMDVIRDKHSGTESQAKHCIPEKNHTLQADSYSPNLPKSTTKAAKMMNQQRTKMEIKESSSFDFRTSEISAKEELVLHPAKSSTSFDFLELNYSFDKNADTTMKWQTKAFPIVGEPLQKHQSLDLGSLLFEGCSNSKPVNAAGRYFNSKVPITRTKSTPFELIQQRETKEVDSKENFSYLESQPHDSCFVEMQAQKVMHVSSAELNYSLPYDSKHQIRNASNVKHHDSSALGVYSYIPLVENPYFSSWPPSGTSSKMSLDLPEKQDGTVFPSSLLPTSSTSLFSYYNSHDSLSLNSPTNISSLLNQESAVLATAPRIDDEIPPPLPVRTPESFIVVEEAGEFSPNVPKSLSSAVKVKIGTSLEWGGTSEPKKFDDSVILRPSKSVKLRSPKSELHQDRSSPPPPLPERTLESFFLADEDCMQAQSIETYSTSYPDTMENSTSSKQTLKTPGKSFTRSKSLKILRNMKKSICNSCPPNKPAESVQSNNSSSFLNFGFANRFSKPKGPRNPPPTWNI
LYP act = LYP phosphatase activators, primary screen, biochemical, DiFMUP fluorescence, 2 µM | Tyrosine-protein phosphatase non-receptor type 22 (Homo sapiens), Q9Y2R2 | recombinant LYP; 0 = plate median, 100 = signal doubled | activation, % at 2 µM | 96,000 compounds, 0.11% hits;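 active means activation at 2 µM above a set limit, the mean plus 5 SD, cut at about 37% in these data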
Numbers without * were called inactive; . = no result given; [ ] = another dose, or the depositor's remark. Rows are unselected; 20% or so of the library scored in one or more.

SMILES | Candida biofilm | PLK1 inh | EphB4 ephrin blk | CYP2C9 inh | PLK1 PBD inh | HIV Rev-RRE inh | CYP2C9 activ | LYP inh 2 | LYP act
CCN1CCN(CC(=O)Nc2nc3ccc(OC)cc3s2)CC1 | . | -8 | -2 | -1 | -12 | -10 | 1 | -43 | 37
Cc1ccc(N=C2NC(=O)C(CC(=O)O)S2)cc1 (stereo not drawn) | . | -9 | -3 | -8 | 37 | 6 | 1.1 | 11 | -6
CCOCCCNC(=O)c1ccc(OC(C)=O)cc1 | 8 | 1 | 0 | -16 | -35 | 4 | 1.2 | -9 | 7
Cc1ccc(S(=O)(=O)N2CCCC(C(=O)NCCC3=CCCCC3)C2)cc1 (stereo not drawn) | 1 | 3 | 4 | 13 | 28 | 6 | 0.9 | -6 | 3
COc1ccc(Cn2nnnc2C(CC(C)C)N2CCN(c3ccccc3)CC2)cc1 (stereo not drawn) | 9 | -9 | 6 | 65* | -3 | 4 | 0.4 | 6 | -6
FC(F)(F)c1ccc2nnc(-c3c(Cl)cccc3Cl)n2c1 | 2 | -2 | 3 | 26 | 8 | 5 | 0.7 | 0 | 3
CS(=O)(=O)N1CCN(c2ccc(NC(=O)CSc3ccc(Cl)cc3)cc2)CC1 | . | -10 | -2 | 16 | -19 | 0 | 0.8 | -8 | 5
CN(C)c1nc(SCc2ccccc2)nc(N2CCOCC2)n1 | 3 | -5 | 4 | 9 | -18 | 10 | 0.9 | 7 | -5
CCOC(=O)/C(=C\c1ccccc1)C(=O)c1cc(C(C)=O)c(Nc2ccccc2)s1 | 8 | -4 | 3 | 98* | -4 | 13 | 0 | -8 | 8
O=C1CCC(=O)N1OCCCOc1ccc2c(c1)CCC2 | 9 | -11 | 0 | -10 | 8 | 6 | 1.1 | -9 | 8
CC(NC(=O)Cn1nc(C(=O)O)c2ccccc2c1=O)c1ccccc1 (stereo not drawn) | 2 | -6 | 8 | . | 8 | -2 | . | 2 | -7
Cc1ccsc1C1C2=C(CC(C)(C)CC2=O)Nc2ncnn21 (stereo not drawn) | 5 | 26 | -7 | -1 | -14 | 0 | 1 | -5 | 2
Cc1ccc(C(C(=O)NC2CCCCC2)N(Cc2ccco2)C(=O)C2COc3ccccc3O2)o1 (stereo not drawn) | -1 | 1 | -3 | 38 | -25 | 1 | 0.6 | 2 | -2
CCCCn1c(CNC(=O)C23CC4CC(CC(C4)C2)C3)nnc1SCC(=O)Nc1nnc(C)s1 | 8 | -4 | -1 | 26 | -9 | -3 | 0.7 | -16 | 13
Cc1[nH]c2ccccc2c1C(c1ccccn1)N1CCC(C(N)=O)CC1 (stereo not drawn) | 4 | -6 | 4 | -6 | 11 | 4 | 1.1 | 4 | -5
O=C(NCc1cccs1)c1nc2c(nnn2Cc2ccc(F)cc2)c(=O)[nH]1 | 4 | -12 | 7 | . | 0 | -1 | . | 8 | -7
CCc1ccc(NC(=O)C2CCN(S(C)(=O)=O)CC2)cc1 | 1 | -20 | 2 | 41 | 13 | 3 | 0.6 | -3 | 0
CCOC(=O)CCCn1c(C)nc(=O)c(-c2ccccc2)c1C | 4 | -11 | 1 | -2 | 2 | 9 | 1 | 0 | -2
CCN(CC)C(=O)CSc1nnc(C2CCCCC2)o1 | 2 | -7 | -4 | 6 | -22 | 0 | 0.9 | -8 | 9
O=C(CSc1nnc(-c2ccc(OC(F)F)cc2)o1)NCc1cccs1 | 4 | -6 | 5 | 34 | -43 | 5 | 0.7 | 7 | -6

13 structures out of the list, arranged by number of heavy atoms, lowest first:
SMILES | Candida biofilm | PLK1 inh | EphB4 ephrin blk | CYP2C9 inh | PLK1 PBD inh | HIV Rev-RRE inh | CYP2C9 activ | LYP inh 2 | LYP act
Cc1ccc(N=C2NC(=O)C(CC(=O)O)S2)cc1 (stereo not drawn) | . | -9 | -3 | -8 | 37 | 6 | 1.1 | 11 | -6
CCOCCCNC(=O)c1ccc(OC(C)=O)cc1 | 8 | 1 | 0 | -16 | -35 | 4 | 1.2 | -9 | 7
CCN(CC)C(=O)CSc1nnc(C2CCCCC2)o1 | 2 | -7 | -4 | 6 | -22 | 0 | 0.9 | -8 | 9
CCc1ccc(NC(=O)C2CCN(S(C)(=O)=O)CC2)cc1 | 1 | -20 | 2 | 41 | 13 | 3 | 0.6 | -3 | 0
Cc1ccsc1C1C2=C(CC(C)(C)CC2=O)Nc2ncnn21 (stereo not drawn) | 5 | 26 | -7 | -1 | -14 | 0 | 1 | -5 | 2
CCOC(=O)CCCn1c(C)nc(=O)c(-c2ccccc2)c1C | 4 | -11 | 1 | -2 | 2 | 9 | 1 | 0 | -2
CC(NC(=O)Cn1nc(C(=O)O)c2ccccc2c1=O)c1ccccc1 (stereo not drawn) | 2 | -6 | 8 | . | 8 | -2 | . | 2 | -7
Cc1ccc(S(=O)(=O)N2CCCC(C(=O)NCCC3=CCCCC3)C2)cc1 (stereo not drawn) | 1 | 3 | 4 | 13 | 28 | 6 | 0.9 | -6 | 3
CS(=O)(=O)N1CCN(c2ccc(NC(=O)CSc3ccc(Cl)cc3)cc2)CC1 | . | -10 | -2 | 16 | -19 | 0 | 0.8 | -8 | 5
CCOC(=O)/C(=C\c1ccccc1)C(=O)c1cc(C(C)=O)c(Nc2ccccc2)s1 | 8 | -4 | 3 | 98* | -4 | 13 | 0 | -8 | 8
COc1ccc(Cn2nnnc2C(CC(C)C)N2CCN(c3ccccc3)CC2)cc1 (stereo not drawn) | 9 | -9 | 6 | 65* | -3 | 4 | 0.4 | 6 | -6
CCCCn1c(CNC(=O)C23CC4CC(CC(C4)C2)C3)nnc1SCC(=O)Nc1nnc(C)s1 | 8 | -4 | -1 | 26 | -9 | -3 | 0.7 | -16 | 13
Cc1ccc(C(C(=O)NC2CCCCC2)N(Cc2ccco2)C(=O)C2COc3ccccc3O2)o1 (stereo not drawn) | -1 | 1 | -3 | 38 | -25 | 1 | 0.6 | 2 | -2

The list continues.
SMILES | Candida biofilm | PLK1 inh | EphB4 ephrin blk | CYP2C9 inh | PLK1 PBD inh | HIV Rev-RRE inh | CYP2C9 activ | LYP inh 2 | LYP act
O=C(N1CCCCCC1)N1CCN(C(=O)N2CCOCC2)CC1 | 6 | -8 | 2 | -23 | -5 | 3 | 1.2 | -8 | 7
CCOC(=O)c1c(CC(C)C)csc1NC(C)=O | 5 | -11 | 0 | 62* | -2 | 4 | 0.4 | -2 | -1
O=C(CN(Cc1ccccc1)S(=O)(=O)c1ccccc1)N/N=C/c1ccccc1[N+](=O)[O-] | . | -4 | 1 | 65* | 2 | 11 | 0.3 | 1 | 2
COC(=O)c1c(NC(=O)Cn2cc([N+](=O)[O-])cn2)sc2c1CCC2 | . | -9 | -4 | -4 | -2 | 9 | 1 | 3 | 0
CC12CCC(C(=O)Nc3cccc4ccccc34)(C1Br)C2(C)C (stereo not drawn) | . | -9 | 1 | 18 | -10 | 19 | 0.8 | -24 | 28
COc1ccc(N(CC(=O)NC2CCCCCC2)S(=O)(=O)c2c(C)nn(C)c2C)cc1 | 10 | 1 | -8 | 50* | 2 | 2 | 0.5 | -4 | 2
CCSc1nnc2c(n1)OC(c1ccc(C(=O)O)cc1)N(C(C)=O)c1ccccc1-2 (stereo not drawn) | 5 | 65* | -1 | -30 | 29 | -2 | 1.3 | . | .
O=C(Nc1ccccc1)OCc1ccccn1 | 2 | -22 | -8 | 9 | 9 | 9 | 0.9 | 6 | -5
CCOc1cc(/C=N/NC(N)=O)cc(Br)c1OCC(=O)Nc1ccccc1C | . | -10 | -1 | 82* | 13 | 1 | 0.2 | -6 | 3
Cc1ccc(N=Cc2sc(O)c3ccccc23)c(C)c1 | . | -9 | -4 | 63* | 23 | 93*[fluorescence artefact?] | 0.4 | -1 | 2
CCCCOC(=O)CSC1=C(C#N)C(c2ccccc2OC)C(C#N)C(=O)N1 (stereo not drawn) | . | 0 | -8 | 55* | -10 | -3 | 0.5 | -2 | 2
O=C(O)C1CC=CCC1C(=O)Nc1cccc(Cl)c1 (stereo not drawn) | 5 | -15 | -6 | -9 | 16 | 3 | 1.1 | 0 | 0
CSc1nc2ccc3nc(NC(=O)c4ccc(Cl)s4)sc3c2s1 | 3 | -17 | -5 | 12 | 2 | 4 | 0.9 | 4 | -5
CCN1C(=O)C(CC(=O)Nc2cc(C)ccc2C)SC1=Nc1ccc(S(N)(=O)=O)cc1 (stereo not drawn) | 0 | -3 | 9 | 91* | 17 | 9 | 0.1 | -7 | 9
O=C(C(NS(=O)(=O)c1cccc2nsnc12)c1ccccc1)N1CCN(c2ccccc2)CC1 (stereo not drawn) | 4 | -6 | -7 | 97* | 9 | 1 | 0 | 11 | -11
COCCNC(=O)C1CC(c2ccc([N+](=O)[O-])cc2)=NO1 (stereo not drawn) | . | -12 | -3 | 3 | -7 | 5 | 1 | 10 | -7
COc1ccc(C(=O)Nc2ccc(NC(=O)c3ccco3)c(Cl)c2)cc1OC | 11 | -6 | -2 | 16 | -5 | 5 | 0.8 | -9 | 6
CCCn1nnnc1SCC(=O)c1ccc(NC(C)=O)cc1 | 3 | -10 | -1 | 8 | -12 | 8 | 0.9 | 1 | -3
COCCNC(=O)C1CC(=O)N(C2CCCCC2)C1 (stereo not drawn) | 6 | -9 | 3 | -3 | 20 | 3 | 1 | -1 | 0
Cc1[nH]n(-c2cccc(Cl)c2)c(=O)c1-c1ccccc1 | 1 | -5 | -6 | 23 | -7 | -4 | 0.8 | -5 | 8
CC(=O)OCC1OC(n2ccc(=O)[nH]c2=O)C(O)C1O (stereo not drawn) | 3 | -13 | -1 | 19 | -3 | 10 | 0.8 | 7 | -9
CCC(CC)C(=O)NCCN1CCN(C(=O)C(CC)CC)CC1 | -2 | -16 | 6 | 14 | -3 | 0 | 0.9 | 7 | -5
O=c1cnnc(SCCc2ccccc2)[nH]1 | -1 | -14 | -1 | 30 | 16 | 5 | 0.7 | -11 | 11
CC(=O)c1ccc(OCC(O)CN2CCOCC2)cc1 (stereo not drawn) | 1 | 65* | -6 | -13 | -19 | 9 | 1.1 | . | .
NC(=O)c1ccc([N+](=O)[O-])cc1SCc1ccccc1 | 14 | -12 | -5 | 24 | -8 | 2 | 0.8 | -4 | 6
CC(=O)N1CCN(c2ccc(NCc3ccc4c(c3)OCO4)cc2)CC1 | 0 | 1 | -5 | 20 | 10 | -2 | 0.8 | -2 | 5
COc1ccc(-c2cc(N)n(CCC#N)n2)c(OC)c1 | -4 | -11 | 7 | -6 | -8 | 7 | 1.1 | -15 | 14
COc1ccc(CNC(=O)c2ccc(C)o2)cc1 | 9 | -7 | 6 | . | -10 | 4 | . | -2 | 1
O=C(CNC(=O)C1CCCCC1)Nc1ccc(Cl)cc1 | . | -13 | 4 | 25 | -11 | 1 | 0.7 | 14 | -10
C=CCOc1ccc(CNc2nccs2)cc1OC | 2 | -16 | 0 | . | 2 | 0 | . | -2 | 2
Cc1ncc(C23CC4CC(CC(C4)C2)C3)[nH]1 | 7 | -31 | 0 | 15 | -15 | -2 | 0.8 | -13 | 9
O=C1C=C(O)CC(c2cccs2)C1 (stereo not drawn) | 6 | -5 | -4 | -29 | 19 | 1 | 1.3 | 14 | -15
